bCat nuc transl – modulators of beta-catenin nuclear translocation, primary screen, imaging, HeLa cells, immunofluorescence, high-content; AID 1665, 2009; nuclear translocation activity, % at 5 µM; 190,000 compounds, 0.3% hits;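 active = nuclear translocation activity above 50% at 5 µM, with a well cell count of 50 or more; inconclusive = wells under 50 cells across six images, flagged as toxic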;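 also: per-cell ratio of nuclear to cytoplasmic median beta-catenin stain intensity; plate controls were DMSO negative control for no effect and GSK-3 inhibitor IX positive control for full effect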
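test system = HeLa cells, endogenous beta-catenin | dosing = single 5 µM dose plus 0.02–20 µM confirmation series | times = compound treatment 24 h, 37°C, 5% CO2 | technique = beta-catenin immunofluorescence imaging with DAPI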
Salmonella PhoP GFP – inhibitors of PhoP regulon expression, primary screen, Salmonella Typhimurium, GFP reporter (AID 1863). S. Typhimurium PhoP-regulated promoter GFP reporter, 4 h; higher % means a stronger effect. inhibition, % at 50 µM, or IC50 in µM where a hit was titrated. 300,000 compounds, 0.16% hits;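 active = inhibition over 29.93%, a cutoff 3 SD above the screen mean, later confirmed by dose response; inconclusive = inhibition over 29.93% but no dose response follow-up; inactive = inhibition at most 29.93% or unconfirmed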;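 also: 0% = low Mg2+ inducing control and 100% = high Mg2+ repressing control; strong numbers were not always called active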
Large T inhibition – SV40 large T antigen inhibitors, biochemical (AID 1903); SV40 large T antigen ATPase/helicase inhibition assay; higher % means a stronger effect; 310,000 compounds, 0.39% hits; one-dose inhibition, % at 20 µM; IC50 in µM for titrated hits; in the data active = a potency from the dose series; inconclusive = inhibition mostly from about 32% at the one dose, without a potency; inactive = the rest, 99 in 100 with inhibition below about 32%; also: strong numbers were not always called active
RSV CPE inhibition – RSV antiviral activity via CPE protection, HEp-2 cells, primary 10 µM value included (AID 2391); HEp-2 cells, RSV-induced CPE inhibition; higher % means a stronger effect; CPE inhibition, % at 10 µM, or IC50 in µM where a hit was titrated; 310,000 compounds, 0.13% hits; in the data active = a potency from the dose series; inconclusive = CPE inhibition mostly from about 23% at the one dose, without a potency; inactive = the rest, 99 in 100 with CPE inhibition below about 21%; also: strong numbers were not always called active
West Nile virus CPE – West Nile virus antiviral activity, cell-based, CPE readout (AID 1621) | West Nile virus-infected cells, CPE inhibition; higher % means a stronger effect | one-dose CPE inhibition, % at 10 µM; IC50 in µM for titrated hits | 290,000 compounds, 0.02% hits; in the data active = a potency from the dose series; inconclusive = CPE inhibition mostly from about 3.7% at the one dose, without a potency; inactive = the rest, 99 in 100 with CPE inhibition below about 2.2%; also: strong numbers were not always called active
Myeloid diff 2 – induction of myeloid progenitor differentiation, primary screen, cell-based, flow cytometry, MLPCN library | 360,000 compounds, 1% hits | ER-HoxA9 myeloid progenitors, lysozyme-GFP differentiation | AID 624256, 2012 | calls only at 10 µM;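 active = normalized GFP-positive differentiation at or above the plate's own cutoff, the solvent-only control mean plus 3 SD; inconclusive = no clear call, values can overlap the other calls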;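 also: cells exposed to compound for four days before flow analysis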
WT yeast gro inh – growth inhibition of WT strain, primary screen, mitochondrial fusion inhibitor project, WT and mutant strains, chemical genetic | mitochondrial fusion phenotypic screen | inhibition, % at 10 µM | 190,000 compounds, 2.1% hits; in the data active = inhibition above about 58%; tested in S. cerevisiae
T cell modulator – modulators of CD8 T cell-vesicle binding, primary screen, mouse 2C CD8+ T cells, flow cytometry. AID 2052, 2009. 330,000 compounds, 0.068% hits. 2C CD8+ T cell-vesicle binding; stronger effect = lower value. calls only at 7 µM;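 active = response, share of CD8 T cells binding vesicles, and their 90th percentile fluorescence all below set limits, cut at about 80% in these data, passing the limit was not always enough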
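System: murine 2C transgenic CD8+ T lymphocytes; also added: QL9-loaded Drosophila micro-vesicles; times: binding 1.5 h at 37 °C; measured by: flow cytometry, PE anti-B7-1 (FL2) versus Alexa647 anti-CD8 (FL8), PFA-fixed; control set: Peptide-free naked vesicles (low) and QL9 vesicles with 0.7% DMSO vehicle (high)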
MgcRacGAP inhibition – MgcRacGAP GTPase-activating activity inhibitors, confirmation, biochemical, ADP Hunter fluorescence. Rac GTPase-activating protein 1 (Homo sapiens). MgcRacGAP-stimulated Rac1 GTP hydrolysis, ADP Hunter fluorescence; higher % means a stronger effect; GST-tagged Rac1 F28L mutant substrate. inhibition, % at 30 µM, or IC50 in µM where a hit was titrated. 340,000 compounds, 0.6% hits. AID 624330, 2012;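 active = first-screen hits whose inhibition reached a set limit at any dose in the follow-up dose series; inconclusive = inhibition above the set first-screen limit but never retested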;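 also: fluorescence reports GDP produced by GAP-driven GTP hydrolysis; strong numbers were not always called active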
WT yeast gro inh mutant strain – further read-out of WT yeast gro inh, marked with its call; inhibition, %; mitochondrial fusion phenotypic screen, mutant strain inhibition
bCat nuc transl cell count 5 µM – further read-out of bCat nuc transl, marked with its call; cell count; measured here: cell count, cytotoxicity flag
T cell modulator vesicle-bound % – second read-out of T cell modulator, no call of its own (marks repeat the call); double positive events, %; measured here: CD8+ vesicle-bound cell fraction;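 binding gate set so that unloaded-vesicle control wells show 10% double positive cells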
Myeloid diff 2 GFP+ MAC1+ % – also measured in Myeloid diff 2; calls as there; GFP+ MAC1+ double positive, %; measured here: differentiation confirmed by MAC1 staining
* hit, by the source's call; i = inactive; u = inconclusive; x = not tested or not shown.

SMILES | bCat nuc transl | bCat nuc transl cell count 5 µM | Salmonella PhoP GFP | Large T inhibition | RSV CPE inhibition | West Nile virus CPE | Myeloid diff 2 | Myeloid diff 2 GFP+ MAC1+ % | WT yeast gro inh | WT yeast gro inh mutant strain | T cell modulator | T cell modulator vesicle-bound % | MgcRacGAP inhibition
Cc1noc(C)c1CC(=O)NC1CC(C)(C)Cc2c1cnn2-c1ccccc1 (stereo unspecified) | x | x | -3% | 2% | 1.6% | -0.3% | i | 0.4 | x | x | i | 37 | 3%
COCCNC(=O)C1CC(c2ccc(F)cc2)=NO1 (stereo unspecified) | x | x | -1% | 17% | 0.1% | 0.3% | i | 1.8 | 10 | 13 | i | 68 | 7%
Fc1ccc(N2CCN(C(c3cccs3)c3nnnn3C3CCCC3)CC2)cc1 (stereo unspecified) | 1.5 | 1141 | 0% | 13% | 12% | -0.2% | i | 5.5 | -13 | 0 | i | 40 | 11%
CCN(CC(=O)NCc1cccs1)c1ccc(S(=O)(=O)N2CCN(C)CC2)cn1 | -3.1 | 1055 | -11% | 16% | -1.9% | -0.3% | i | 0.3 | x | x | i | 57 | 14%
Nc1ccc2nc(CCCCc3nc4ccccc4[nH]3)[nH]c2c1 | x | x | 23% | 33% | -0.4% | -0.5% | i | 0.5 | x | x | i | 52 | 57µM*
O=C(NNC(=O)c1cccs1)c1ccc(F)cc1 | x | x | -8% | 16% | -0.3% | 0.3% | i | 1.6 | x | x | i | 50 | 4%
COc1cc(NS(=O)(=O)c2ccc3[nH]c(=O)oc3c2)cc(OC)c1 | 0.7 | 1083 | 2% | 1% | 3.1% | 0.0% | i | 0.2 | -1 | -8 | i | 50 | x
CCOC(=O)c1ccc(S(=O)(=O)N2CCN(CCC#N)CC2)cc1 | 0.9 | 957 | -10% | -33% | 0.6% | -0.2% | i | 0.9 | 10 | -1 | x | x | -4%
COCCn1c(C)cc(/C=C2/SC(=O)N(CC(=O)N3CCCC3)C2=O)c1C | x | x | 0% | 10% | 2.6% | -0.3% | i | 1.0 | x | x | i | 26 | -1%
CCCCCCc1ccc(N2C[C@H](Cc3ccccc3)[C@@H](CC(=O)Nc3ccccc3)C2=O)cc1 | x | x | 2% | 9% | 8.3% | -1.6% | i | 3.7 | x | x | i | 33 | 3%
COc1ccc(NC(=O)CN(C)C(=O)Cc2ccc3c(c2)OCCO3)cc1 | x | x | 1% | 4% | -1.1% | x | i | 1.0 | x | x | i | 43 | -3%
O=C(NC1=NCCS1)[C@H](Cc1ccccc1)N1C(=O)c2ccccc2C1=O | -6.2 | 1184 | 0% | -1% | 0.5% | 1.3% | i | 0.7 | -7 | 5 | i | 24 | 8%
COC(=O)Cc1cc(OC)c(OC)cc1S(=O)(=O)N(C)C | -0.6 | 995 | 5% | 6% | -0.7% | -0.1% | i | 0.1 | 4 | 19 | i | 33 | 2%
O=C(CSc1nc2c(c(=O)n1-c1ccc(Br)cc1)SCC2)Nc1nccs1 | -1.5 | 1303 | -3% | 21% | 0.4% | -0.2% | i | 1.0 | 27 | 39 | i | 53 | 16%
CCn1c(CCC(=O)O)nc2cc(S(=O)(=O)N(C)C)ccc21 | -3.4 | 1137 | 4% | 5% | 0.1% | -1.1% | i | 0.0 | 6 | -4 | i | 38 | -2%
COc1cccc(NC(=O)CC(c2ccc(OC(C)C)cc2)c2ccccc2OC)c1 (stereo unspecified) | -0.9 | 943 | -2% | 9% | 1.0% | -1.1% | i | 0.7 | 0 | -19 | i | 34 | 6%
CC(C)c1ccc(-c2nnn(CC(=O)N3CCCCC3)n2)cc1 | x | x | -3% | 12% | 5.6% | -0.9% | i | 0.2 | x | x | i | 53 | 6%
O=C(Nc1ccc(F)cc1)C1CCCN(S(=O)(=O)c2ccc3[nH]c(=O)ccc3c2)C1 (stereo unspecified) | x | x | x | x | 0.4% | -0.9% | i | 1.6 | x | x | i | 56 | 4%
COc1ccccc1C1CC(=O)n2c(nc(-c3ccccc3)c2-c2ccccc2)S1 (stereo unspecified) | -1.9 | 1027 | -33% | 12% | 3.0% | 0.1% | i | 0.4 | -4 | 0 | i | 12 | 10%
C=CCn1c(SCc2cc([N+](=O)[O-])cc3c2OCOC3)nc2cc(C(=O)O)ccc2c1=O | -2.9 | 1110 | -9% | 15% | 1.8% | -0.3% | i | 0.1 | x | x | i | 26 | 4%
CC1(C)CC2(CC(c3ccccc3)c3ccc(O)cc3O2)NC(=S)N1 (stereo unspecified) | -1.0 | 1082 | -6% | 26% | 1.1% | -0.3% | i | 0.7 | -2 | 3 | i | 43 | 7%
CN(C)S(=O)(=O)c1ccc(C(=O)Oc2coc(CSc3ncccn3)cc2=O)cc1 | 0.5 | 1116 | -8% | 29% | -0.5% | 0.7% | i | 0.1 | 10 | 10 | i | 54 | 5%
COc1ccccc1/C=C/C(=O)OCC(=O)NNC(=O)c1ccccc1 | -0.6 | 547 | -14% | 14% | 1.2% | -0.5% | i | 0.4 | 0 | -7 | i | 50 | 5%
O=C(NCc1ccccn1)c1cccc(NS(=O)(=O)c2ccccc2)c1 | x | x | 9% | 11% | 2.7% | x | i | 0.7 | x | x | i | 36 | 1%
O=C1CN(C(=O)CSc2nncn2-c2ccccc2)c2ccccc2N1 | -4.5 | 1028 | -1% | 7% | 3.6% | -0.7% | i | 2.7 | 17 | 1 | i | 57 | 3%

Other compounds follow.
SMILES | bCat nuc transl | bCat nuc transl cell count 5 µM | Salmonella PhoP GFP | Large T inhibition | RSV CPE inhibition | West Nile virus CPE | Myeloid diff 2 | Myeloid diff 2 GFP+ MAC1+ % | WT yeast gro inh | WT yeast gro inh mutant strain | T cell modulator | T cell modulator vesicle-bound % | MgcRacGAP inhibition
O=C(CBr)c1ccc([N+](=O)[O-])c(CS(=O)(=O)c2ccc(Cl)cc2)c1 | x | x | 5% | 18% | -1.5% | 0.1% | i | 0.3 | x | x | i | 52 | u
CC(C)C(=O)NN(C(=O)c1ccccc1)c1ccccc1 | x | x | -9% | 2% | 2.2% | -0.3% | i | 0.3 | 1 | 5 | i | 50 | 12%
Cc1cccc(N2CCN(C(=O)c3c(-c4ccccc4Cl)noc3C)CC2)c1C | x | x | 5% | 29% | 5.3% | -0.7% | u | x | x | x | i | 12 | 11%
CC(=O)OC1CCC2C3CCC4=CC(=O)CCC4(C)C3CCC2(C)[C@]1(C)O (stereo partly specified) | x | x | x | 17% | 3.8% | -0.6% | i | 1.5 | x | x | i | 19 | 11%
CCCCC(CC)C(=O)Nc1ncc([N+](=O)[O-])s1 (stereo unspecified) | 0.3 | 1024 | -4% | 17% | 8.0% | -1.0% | i | 0.4 | 52 | 30 | i | 26 | 5%
Cc1ccc(NC(=O)CCCN2C(=S)NC(C)(C)CC2C)cc1 (stereo unspecified) | -3.5 | 1089 | -11% | 9% | 2.3% | -1.1% | i | 0.5 | -7 | 21 | i | 23 | 8%
Cc1ccc(NC(=O)COC(=O)c2ccc3c(c2)OCCO3)cc1 | x | x | x | x | 1.3% | x | i | 1.2 | x | x | i | 38 | 2%
CCOc1ccccc1/C=c1\sc2nc(-c3ccco3)nn2c1=O | -2.5 | 1031 | -4% | 11% | -0.2% | -0.2% | i | 0.7 | -5 | -13 | i | 57 | 14%
C=CCOC(=O)C(=O)/C=C/c1csc2ccccc12 | -2.2 | 1152 | -12% | 12% | 0.9% | -0.2% | i | 1.0 | 2 | 9 | i | 31 | 15%
c1cc(CSc2nnc(-c3ccc4c(c3)OCO4)o2)ccn1 | 1.8 | 968 | -1% | 3% | -1.0% | 0.7% | i | 1.1 | x | x | i | 24 | 7%
CCN(CC)CCn1c2c(c(SCC(=O)Nc3cc(OC)cc(OC)c3)nc1=O)CCC2 | x | x | -3% | 0% | -2.6% | x | i | 0.4 | x | x | i | 25 | 7%
CC(C)(C)C(=O)Nc1ccc(C(=O)NNC(=O)Cc2ccccc2)cc1 | -0.5 | 1144 | 0% | 5% | 1.8% | -0.1% | i | 0.3 | 0 | -1 | i | 29 | 12%
COc1ccccc1NC(=O)Cn1nc(Cc2cccnc2)c2ccccc2c1=O | -0.6 | 1364 | -13% | 5% | -0.2% | 0.0% | i | 0.3 | x | x | i | 31 | 12%
O=C(O)CC(CC(=O)Nc1ccc(Oc2ccccc2)cc1)c1ccccc1 (stereo unspecified) | -2.3 | 1169 | -7% | 14% | x | -0.5% | i | 0.9 | x | x | i | 28 | 4%
Brc1ccc(OCc2ccccc2)c(CNCC2CCCO2)c1 (stereo unspecified) | -7.5 | 1037 | 3% | 4% | -2.0% | -0.6% | i | 0.2 | 17 | 10 | i | 37 | 1%
Cc1ccc(NC(=O)c2ccc(NCC3CCCO3)c([N+](=O)[O-])c2)cc1Cl (stereo unspecified) | -3.3 | 1235 | -2% | -3% | 0.2% | -0.1% | i | 0.3 | -5 | -25 | i | 25 | 2%
O=C(CCl)N=c1sccn1Cc1ccccc1Cl | 42 | 130 | -9% | 6% | -0.8% | -1.3% | x | x | x | x | i | 21 | -3%
Cc1cn(COC/C=C/c2ccccc2)c(=O)[nH]c1=O | 2.4 | 565 | 7% | 4% | -0.7% | -0.1% | i | 1.3 | 0 | 0 | i | 10 | 2%
N=C1C(c2nc3ccccc3c(=O)[nH]2)=C(O)CN1CCO | 8.2 | 959 | -7% | 3% | 2.1% | 0.2% | i | 0.7 | -8 | -10 | i | 47 | 5%
Cc1ccc(CNC(=O)c2ccc[nH]2)cc1 | 1.1 | 1509 | -2% | 18% | -2.1% | 0.0% | i | 0.6 | -12 | -11 | i | 29 | 7%
